Assay outcomes (PubChem)
XIAP antagonists – XIAP antagonists, biochemical, IAP family, fluorescence polarization (AID 1018); XIAP BIR domain, fluorescence polarization peptide displacement; higher % means a stronger effect; 200,000 tested, 0.007% active; displacement, % at 20 µM; hits with a dose series show IC50 in µM; in the data active means displacement above about 50%; further: a part of the inactive calls stands beside numbers as strong as those of hits
West Nile antiviral – West Nile virus antiviral activity, cell-based, CPE readout (AID 1621). West Nile virus-infected cells, CPE inhibition; higher % means a stronger effect. one-dose CPE inhibition, % at 10 µM; IC50 in µM for titrated hits. 290,000 tested, 0.02% active; in the data active means a potency from the dose series; further: strong numbers were not always called active
human PMI inhibitors – human PMI inhibitors, high substrate, primary screen, biochemical, fluorescence intensity, high mannose 6-phosphate (AID 1220); recombinant PMI enzyme, coupled fluorescence intensity; higher % means a stronger effect; inhibition, % at 20 µM; hits with a dose series show IC50 in µM; 190,000 tested, 0.66% active; in the data active means inhibition above about 50%
Siah-1 displacement – blockers of Siah-1 interaction with plectin peptide – biochemical, fluorescence polarization, rhodamine-plectin, uHTS, primary screen (AID 1817); one-dose displacement, % at 20 µM; IC50 in µM for titrated hits; 290,000 tested, 0.02% active; Siah-1 / rhodamine-plectin peptide fluorescence polarization; higher % means a stronger effect;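 active means displacement of at least 50% at 20 µM, with a fluorescence ratio check between 0.3 and a set limit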;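 further: plate controls were Siah plus tracer with DMSO for no effect and tracer alone without Siah for full effect; strong numbers were not always called active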
M1AAP inhibition – P. falciparum M1AAP inhibitors, biochemical, fluorogenic H-Leu-NHMec substrate, 1536-well (AID 1445); inhibition, % at 30 µM, or IC50 in µM where a hit was titrated; recombinant M1AAP, H-Leu-NHMec fluorogenic kinetic assay; higher % means a stronger effect; 220,000 tested, 0.42% active;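 active means primary inhibition above the hit cutoff, then over 50% inhibition at one or more dose response concentrations, cut at about 23% in these data, passing the limit was not always enough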;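 further: plate controls were DMSO full reaction for no effect and no enzyme background for full effect; strong numbers were not always called active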
Yfh1-off respiration – enhancers of respiration in Yfh1-depleted yeast, dose response, Friedreich's ataxia, plus single-dose screen (AID 1465); 220,000 tested, 0.074% active; S. cerevisiae Yfh1-off respiration, WST-1 reduction, 72 h; higher fold induction means a stronger effect; one-dose fold induction at 50 µM; EC50 in µM for titrated hits;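 active means fold induction of absorbance versus untreated yeast above a set limit, then at least 30% activation at any dose in follow-up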;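 further: activators that raise dye reduction in frataxin-depleted yeast; strong numbers were not always called active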
P. falciparum M17LAP – P. falciparum M17LAP inhibitors, primary screen, biochemical, fluorogenic H-Leu-NHMec substrate, 1536-well (AID 1619); 220,000 tested, 0.38% active; inhibition, % at 30 µM, or IC50 in µM where a hit was titrated; recombinant M17LAP, H-Leu-NHMec fluorogenic kinetic assay; higher % means a stronger effect;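 active means compound inhibiting the enzyme by more than half at any dose during confirmatory dose-response retesting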;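 further: plate controls were full reaction with DMSO carrier for no effect and no enzyme background for full effect; strong numbers were not always called active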
Salmonella PhoP GFP – inhibitors of PhoP regulon expression, primary screen, Salmonella Typhimurium, GFP reporter (AID 1863); 300,000 tested, 0.16% active; S. Typhimurium PhoP-regulated promoter GFP reporter, 4 h; higher % means a stronger effect; inhibition, % at 50 µM, or IC50 in µM where a hit was titrated;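 active means inhibition over 29.93%, a cutoff 3 SD above the screen mean, later confirmed by dose response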;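 further: 0% = low Mg2+ inducing control and 100% = high Mg2+ repressing control; strong numbers were not always called active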
CSM14.1 death rescue – protection against thapsigargin-triggered cell killing – 384-well, CSM14.1, ATP luminescence, primary screen (AID 1222); CSM14.1 thapsigargin-induced death rescue, ATP luminescence; higher % means a stronger effect; cellular ATP content (survival), % at 20 µM, or EC50 in µM where a hit was titrated; 190,000 tested, under 10 active;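 active means EC50 below 50 µM in the dose-response confirmation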;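 further: death triggered by thapsigargin at about 15 µM added after 2 h compound pretreatment; cell ATP read after overnight thapsigargin exposure of roughly 18 to 22 hours; normalized against plate controls of thapsigargin alone and 5% DMSO vehicle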
An asterisk follows results filed as active; i = inactive; x = no result given.

SMILES | XIAP antagonists | West Nile antiviral | human PMI inhibitors | Siah-1 displacement | M1AAP inhibition | Yfh1-off respiration | P. falciparum M17LAP | Salmonella PhoP GFP | CSM14.1 death rescue
Cc1nc2cc(-c3cccc(F)c3)nn2c(C)c1CCC(=O)NC(C)CCc1ccco1 (stereo unspecified) | -3.2% | 0.4% | 3% | -1% | 17% | i | -1% | -1% | 3.1%
CC1CC(C)CN(CC(=O)NCCc2ccc(S(N)(=O)=O)cc2)C1 (stereo unspecified) | -6.0% | 0.0% | -9% | -2% | 0% | i | 15% | 3% | -0.1%
COc1ccc(-c2nnc(-c3cc(OC)c(OC)c(OC)c3)o2)cc1OC | -0.9% | 1.0% | 0% | -3% | 8% | i | 10% | -8% | -1.2%
Cc1ccc(C(=O)NCC(=O)OC(C)C(=O)NCCC2=CCCCC2)cc1C (stereo unspecified) | -4.0% | -0.3% | 5% | 4% | 6% | i | 12% | 9% | 0.9%
O=C(Nc1ccccn1)c1onc2c1CCCC2 | 1.2% | -0.1% | 10% | 1% | 7% | i | 4% | -16% | -13%
O=C(Oc1cccc(-n2cnnn2)c1)c1ccccc1Cl | -15% | -0.2% | 7% | -2% | -5% | i | -3% | -3% | -0.4%
O=C(NC(=S)N(Cc1ccccc1)Cc1ccccc1)C1CCCCC1 | -5.3% | -0.1% | -3% | -4% | 0% | i | -3% | -12% | -0.7%
COc1cc2[nH]c(=S)nc(NCCC(C)C)c2cc1OC | -6.1% | 0.7% | 1% | 7% | 1% | i | 4% | 11% | x
CC1Cc2ccccc2N1CC(=O)Nc1ccc(S(N)(=O)=O)cc1 (stereo unspecified) | x | 0.3% | x | -1% | 1% | i | -3% | -3% | x
CC1=[N+]([O-])C(C)(C)C(c2ccc(Br)cc2)=[N+]1[O-] | -4.1% | 0.7% | 10% | -3% | 4% | i | 1% | 1% | -0.5%
Cc1c(C(=O)OCC(=O)Nc2ccc(S(N)(=O)=O)cc2)oc2c1ccc1ccccc12 | -0.9% | -0.4% | 9% | 6% | 2% | i | 3% | -5% | 1.4%
COc1ccc2cc(C(=O)NCCO)sc(=O)c2c1OC | -3.3% | 0.3% | -1% | -2% | 2% | i | 6% | -4% | -0.7%
Cc1nc([N+](=O)[O-])c(SCC(O)CCl)n1Cc1ccc(Cl)cc1 (stereo unspecified) | -2.0% | -1.1% | -1% | 3% | 1% | i | -15% | 3% | 0.5%
CC(=O)N(C)c1ccc(OCC(O)Cn2c3ccc(Cl)cc3c3cc(Cl)ccc32)cc1 (stereo unspecified) | 1.0% | -0.1% | 27% | 2% | 2% | i | 0% | -3% | 0.3%
CCn1c(N)nc2ccccc21 | -4.6% | 0.1% | -6% | -2% | 3% | i | -10% | 6% | 1.2%
Cc1[nH]c2ccccc2c1C(=O)Cn1c(=O)oc2ccccc21 | -3.8% | -0.8% | 5% | -6% | 18% | i | -9% | -2% | 1.1%
CCCn1c(C)cs/c1=N\C(=S)Nc1ccccc1 | -11% | -0.4% | 4% | 5% | 5% | i | 4% | 13% | -1.3%
COc1ccc(-c2cc(C(=O)N/N=C/c3sccc3C)c3ccccc3n2)c(OC)c1 | -5.7% | 1.6% | -18% | -2% | 18% | i | -2% | -8% | 0.0%
CCOC(=O)C1C(=O)NCC2CCCC21 (stereo unspecified) | 0.7% | 0.4% | -3% | 0% | -1% | i | 18% | 11% | -4.4%
COc1ccc(CNC(=O)Oc2ccccc2)cc1Cl | -2.4% | 0.2% | -1% | -3% | 15% | i | 9% | -12% | 0.4%
Cc1ccc(-c2nc3sc(C#N)c(N)n3c(=O)c2C#N)cc1 | 3.6% | -0.8% | -11% | 1% | 21% | i | 17% | -4% | 1.7%
O=C(NC1CCCC1)C(c1ccncc1)N(C(=O)c1csnn1)C1CCCC1 (stereo unspecified) | -7.3% | -0.6% | 7% | -7% | 11% | i | -1% | -8% | -0.6%
O=C1c2ccccc2C(=O)N1CCc1nc(-c2ccccn2)no1 | -3.0% | -0.7% | 2% | 2% | 5% | i | -1% | 7% | 0.3%
O=[N+]([O-])c1ccccc1/C=N/Nc1nccnc1Cl | -3.9% | -0.3% | 7% | 1% | 9% | i | 38% | -11% | -3.5%

Record cards, from the list above.
`O=C1c2ccccc2C(=O)N1CCc1nc(-c2ccccn2)no1` in the list: XIAP antagonists: -3.0%; West Nile antiviral: -0.7%; human PMI inhibitors: 2%; Siah-1 displacement: 2%; M1AAP inhibition: 5%; Yfh1-off respiration: i; P. falciparum M17LAP: -1%; Salmonella PhoP GFP: 7%; CSM14.1 death rescue: 0.3%
`O=[N+]([O-])c1ccccc1/C=N/Nc1nccnc1Cl` in the list: XIAP antagonists: -3.9%; West Nile antiviral: -0.3%; human PMI inhibitors: 7%; Siah-1 displacement: 1%; M1AAP inhibition: 9%; Yfh1-off respiration: i; P. falciparum M17LAP: 38%; Salmonella PhoP GFP: -11%; CSM14.1 death rescue: -3.5%

The results go on:
SMILES | XIAP antagonists | West Nile antiviral | human PMI inhibitors | Siah-1 displacement | M1AAP inhibition | Yfh1-off respiration | P. falciparum M17LAP | Salmonella PhoP GFP | CSM14.1 death rescue
O=C(Nc1ccc(Br)cc1)c1cccc(N2C(=O)C3C4CCC(C4)C3C2=O)c1 (stereo unspecified) | -1.5% | -1.0% | 13% | 7% | 6% | i | 0% | -5% | -1.8%
N#CC(c1ccc(O)cc1)N1CCCCC1 (stereo unspecified) | -3.0% | 0.3% | 2% | -1% | 10% | i | 8% | 0% | -1.0%
COCC1CCN(Cc2nc(-c3cccs3)no2)C1 (stereo unspecified) | -9.7% | -0.7% | -10% | -5% | 2% | i | 3% | 0% | -2.4%
COc1cc(/C(C)=N/Nc2ccc(C(=O)O)cc2)cc(OC)c1OC | -3.7% | 0.4% | -109% | 2% | 10% | i | 37% | -5% | 0.3%
O=S(=O)(NCc1cccs1)c1cccc2cccnc12 | 0.3% | 0.0% | -7% | 0% | 8% | i | 4% | 10% | -1.1%
O=S(=O)(c1cccc(F)c1)N1CCC(CO)(Cc2cccc(F)c2)CC1 | -3.1% | -1.6% | -1% | 6% | 2% | i | -8% | 6% | 1.3%
COc1ccccc1OCCSc1nnnn1-c1ccc(C)cc1 | 0.1% | -0.5% | 18% | 2% | 0% | i | -4% | 7% | 0.4%
COc1cccc(-c2nnc(SCC(=O)Nc3ccc(S(N)(=O)=O)cc3)n2C)c1 | -2.6% | 0.5% | -6% | -2% | 4% | i | 8% | -4% | 0.5%
COc1cc(/C=N/OCC(=O)Nc2cc(C)cc(C)c2)ccc1OCc1ccc(Cl)cc1 | -5.1% | -1.5% | 19% | 2% | -3% | i | 4% | 4% | 1.2%
c1ccc2sc(NC3=NCN(C4CCCCCC4)CN3)nc2c1 | -5.3% | -0.5% | 5% | -4% | -2% | i | 6% | -5% | 3.4%
O=S(=O)(Nc1cccc(-c2cn3cccnc3n2)c1)c1ccc(Cl)cc1 | -6.7% | -0.9% | -4% | -5% | 22% | i | -49% | 12% | -3.7%
O=C(CSc1ccc2ccccc2n1)c1ccccc1 | x | 0.1% | x | 5% | 3% | i | 11% | -8% | x
Cc1nc(N2CCN(c3ccccc3)CC2)c2c3c(sc2n1)CCC3 | -3.6% | x | 11% | 1% | x | x | x | x | 0.7%
CC1=C(C(=O)OC(C)C)C(c2ccc(C)o2)NC(=O)N1 (stereo unspecified) | 1.6% | 0.1% | -4% | -2% | 0% | i | -2% | 4% | -0.6%
CCN(CC)CCNc1ncnc2c1sc1nc(N3CCCC3)c3c(c12)CC(C)(C)OC3 | -6.8% | 24% | 10% | -2% | 29% | i | 29% | 0% | -2.9%
CCOC(=O)C1CCN(C(=O)c2ccc3c(c2)OCO3)CC1 | -5.2% | -0.1% | 11% | 0% | -1% | i | -1% | -2% | -1.2%
O=C(O)c1ccc(-c2nnn(Cc3cccc(C(F)(F)F)c3)n2)cc1 | x | 0.6% | x | 6% | 7% | i | -3% | -14% | x
CC(=O)c1ccc(OCC(=O)NC2CCS(=O)(=O)C2)cc1 (stereo unspecified) | -5.6% | 0.4% | 4% | 4% | -5% | i | -4% | -1% | 2.3%
O=C(Cn1ncc(N2CCCC2)c(Cl)c1=O)c1ccc(Cl)cc1 | -1.1% | -1.1% | -5% | -2% | 17% | i | -1% | 0% | 1.5%
COc1ccccc1Nc1nc(Cl)nc(Nc2ccccc2OC)n1 | -2.3% | 0.1% | 4% | -3% | -6% | i | 1% | -5% | 0.0%
COc1ccc(CN(Cc2ccc(OC)cc2)C(=O)c2cccs2)cc1 | x | -0.8% | x | -4% | -2% | i | -4% | 3% | x
COc1cc(-c2nc(S(=O)(=O)c3ccc(C)cc3)c(N(C)C)o2)cc(OC)c1OC | -5.3% | 0.4% | -101% | -2% | 5% | i | -3% | -10% | -2.1%
CC1=C(C#N)C(NC(=O)c2cccc(Cl)c2)(C(F)(F)F)C(=O)N1 (stereo unspecified) | -11% | 1.3% | -3% | -3% | 0% | i | 3% | 8% | -3.2%
O=C(NCc1ccccn1)NC1CCCCC1 | -1.4% | 0.3% | -4% | 1% | 2% | i | -6% | 6% | 4.6%
COc1ccc(OC)c(-n2c(CN3CCC(C(N)=O)CC3)nc3ccccc3c2=O)c1 | 1.8% | -0.2% | 1% | -4% | 6% | i | -1% | 8% | -2.4%
COc1ccccc1CNC(=O)COC(=O)[C@H](Cc1c[nH]c2ccccc12)NC(=O)c1cccs1 | -9.5% | -0.7% | 6% | 2% | 0% | i | 11% | -6% | 0.5%
CCN(C(=O)COC(=O)c1[nH]c(=O)[nH]c(=O)c1N)c1ccccc1 | -0.5% | 0.4% | -20% | 1% | 3% | i | 5% | 5% | 0.5%
COC(=O)c1ccccc1NC(=O)C1CCCN(c2nnc(-n3cccc3)s2)C1 (stereo unspecified) | -3.9% | -0.3% | 15% | 10% | 9% | i | 4% | 5% | x
COc1ccc(CNC(=O)CN(c2ccc(OC)cc2)S(=O)(=O)c2c(C)nn(C)c2C)cc1 | -3.4% | 0.3% | 5% | -5% | 3% | i | 1% | -10% | -1.4%
O=C(CSc1cccc[n+]1[O-])c1ccc(-c2ccccc2)cc1 | -1.1% | -0.8% | -38% | 0% | 2% | i | -1% | 6% | -2.0%
CN1C(=O)CSc2ccc(NC(=O)NCc3ccc(F)cc3)cc21 | -1.9% | 0.2% | 1% | -2% | 4% | i | 3% | 1% | 1.3%
COc1ccc(NC(=O)N/C=C/c2ccco2)cc1 | -11% | 0.0% | -119% | -8% | 8% | i | 4% | -6% | -1.3%
CCOC(=O)c1c(C)[nH]c(C(=O)OCC(=O)N2CC(C)OC(C)C2)c1C (stereo unspecified) | -7.1% | 0.0% | -6% | 1% | 4% | i | 6% | -10% | 1.5%
CS/C(=N\S(=O)(=O)c1ccc(Cl)cc1)c1ccccc1 | -4.8% | 0.3% | -28% | 6% | 12% | i | 4% | -6% | -1.2%
